Bioassay records as filed in PubChem.
NPSR antagonist: neuropeptide S receptor (human) antagonism, cAMP | Q6W5P4 | CHO-NPSR cells, cAMP TR-FRET, antagonist mode | Potency, µM (top dose mostly 38.3 µM), without a hit: top-dose activity change, negative = inhibition, most hits filed as inhibitors | actives 1% (n = 220,000); note: % is set by controls: 0 for no effect and ±100 for the full control effect; nearly all actives have a fitted effect of over 50% in size; many of its hits are not listed in these tables
Target sequence (Q6W5P4 whole entry, looked up): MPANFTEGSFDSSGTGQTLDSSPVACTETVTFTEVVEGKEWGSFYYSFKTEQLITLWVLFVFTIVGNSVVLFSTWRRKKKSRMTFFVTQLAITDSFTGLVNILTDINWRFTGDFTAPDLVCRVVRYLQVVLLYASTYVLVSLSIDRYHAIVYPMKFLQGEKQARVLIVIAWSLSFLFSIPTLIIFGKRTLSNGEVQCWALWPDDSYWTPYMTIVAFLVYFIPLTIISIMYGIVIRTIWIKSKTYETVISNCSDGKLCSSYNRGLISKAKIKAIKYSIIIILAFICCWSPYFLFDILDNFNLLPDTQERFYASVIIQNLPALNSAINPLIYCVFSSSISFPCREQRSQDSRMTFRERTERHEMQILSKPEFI
KinaseGlo FLuc: counter-screen: inhibitors of Kinase-Glo firefly luciferase | Kinase-Glo luciferase, ATP luminescence, 8 min | actives 0.28% (n = 200,000) | Potency, µM (series often up to 38.3 µM), inactives show top-dose activity change, negative = inhibition, most hits filed as inhibitors | Q27757; note: % is set by controls: 0 for no effect and ±100 for the full control effect; nearly all actives have a fitted effect of over 60% in size
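Compound is pinned into ATP-containing buffer (10 uM ATP, imidazole pH 7.2, 7 mM MgCl2). Kinase-Glo luciferase reagent is then added. Light output is recorded following an 8-min room-temperature incubation.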
RGS12 GoLoco inh: RGS12 GoLoco-Gai1 interaction inhibition; P63096; Gai1:RGS12 GoLoco peptide FP, rhodamine, 10 min; Potency, µM (top dose mostly 61.6 µM), without a hit: at the highest dose activity, negative = inhibition, actives largely listed as inhibitors; actives 0.44% (n = 230,000); AID 880; active = well fitted inhibition curve with a large enough effect, not every such curve was filed as active; inactive = no such curve, though single readings can be large or run the other way; note: % is set by controls: 0 for no effect and ±100 for the full control effect; nearly all actives have a fitted effect of over 30% in size; many of its hits are not listed in these tables
KDM4E inh: blocks human JMJD2E demethylase activity; B2RXH2; JMJD2E catalytic domain, FDH-coupled NADH fluorescence (FDH is formaldehyde dehydrogenase); Potency, µM (doses to about 57.1 µM), without a hit: at the top dose activity change, negative = inhibition, most hits filed as inhibitors; actives 1.6% (n = 230,000); AID 2147; active = well fitted inhibition curve with a large enough effect, not every such curve was filed as active; inconclusive = small, poorly fitted or top-dose-only effect, or another doubt; inactive = no such curve, though single readings can be large or run the other way;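 note: 0% = wells with enzyme and -100% = buffer wells without enzyme; nearly all actives have a fitted effect of over 50% in size; many of its hits are not listed in these tables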
RECQ1 helicase: inhibitors of human RECQ1 DNA helicase; RECQ1 DNA unwinding, red fluorescence kinetic read; actives 0.54% (n = 240,000); Potency, µM (doses to about 57.3 µM), for inactives: at the highest dose activity, negative = inhibition, usual class: inhibitors; AID 2549; P46063;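 note: plate controls were vehicle for no effect and no enzyme for full effect; nearly all actives have a fitted effect of over 30% in size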
Target sequence (P46063 whole entry, looked up): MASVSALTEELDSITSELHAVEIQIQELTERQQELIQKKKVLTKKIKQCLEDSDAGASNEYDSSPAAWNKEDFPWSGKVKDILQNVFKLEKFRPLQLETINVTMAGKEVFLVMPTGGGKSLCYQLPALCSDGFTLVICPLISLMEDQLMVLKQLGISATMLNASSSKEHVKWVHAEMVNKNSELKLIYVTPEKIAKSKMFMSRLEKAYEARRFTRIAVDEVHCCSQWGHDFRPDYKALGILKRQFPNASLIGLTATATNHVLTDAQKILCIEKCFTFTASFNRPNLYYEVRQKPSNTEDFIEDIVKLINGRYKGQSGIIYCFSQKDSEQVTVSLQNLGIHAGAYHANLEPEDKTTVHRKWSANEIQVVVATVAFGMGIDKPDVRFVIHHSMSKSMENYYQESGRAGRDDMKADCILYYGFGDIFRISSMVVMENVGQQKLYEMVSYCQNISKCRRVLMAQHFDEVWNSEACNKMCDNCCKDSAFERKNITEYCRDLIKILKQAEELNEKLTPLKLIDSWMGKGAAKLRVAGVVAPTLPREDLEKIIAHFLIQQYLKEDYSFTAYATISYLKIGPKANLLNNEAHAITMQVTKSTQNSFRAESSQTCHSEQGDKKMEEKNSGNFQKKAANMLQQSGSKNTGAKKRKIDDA
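50 nM RECQ1T1 preincubated 15 min with compound in Tris pH 8.0 buffer with MgCl2, DTT, Tween-20 and 2.5 ug/ml poly(dI-dC); started with 200 nM TAMRA/BHQ-2 forked duplex and 2 mM ATP. Unwinding read as fluorescence (525/598 nm), two reads 2 h apart.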
SMN2 splice enh: increases expression of the SMN2 splice variant | HEK293 SMN2-luciferase splicing reporter, luminescence, 30-36 h | Potency, µM (top dose mostly 46.1 µM), for inactives: top-dose activity change, positive = activation, most hits filed as activators | actives 2.8% (n = 210,000); note: % of control where 0% means no effect; nearly all actives have a fitted effect of over 55% in size
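HEK293 cells carry an SMN2 minigene-luciferase reporter in which exon 7 inclusion puts luciferase in frame. Cells were seeded at 2000 cells/well, attached for 10-12 hours, then exposed to compounds for 30-36 hours at 37C before ONE-Glo luminescence.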
IMPase Li inh: cell-permeable IMPase inhibitors with lithium potentiation | actives 0.35% (n = 210,000) | Potency, µM (titrated, usually from 59.4 µM), for the others: top-dose activity, negative = IMPase inhibition, actives largely listed as inhibitors | CHO-M1 cells, IP1 TR-FRET (IP-One), carbachol + lithium | AID 1457;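 note: IP1 builds up when IMPase is blocked and the TR-FRET signal falls; plate controls were basal vehicle for no effect and high inhibitor control for full effect; nearly all actives have a fitted effect of over 50% in size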
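Readout is a homogeneous TR-FRET IP1 immunoassay (Ex 320, Em 665 and 620), where raised cytosolic IP1 lowers signal. Cells were CHO-M1 treated 30 min at 37C with test compounds plus a little lithium; AC50 values came from Hill-equation fitting.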
Epigenetic derep: epigenetic control regulation, reporter derepression. murine LDR cells, GFP reporter derepression, 30 h. Potency, µM (highest dose often 53.9 µM), for the others: at the highest dose GFP activation, hits mostly activators. actives 0.2% (n = 280,000). AID 1865; note: % of control where 0% means no effect; nearly all actives have a fitted effect of over 60% in size
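Derepression of a silenced CMV-GFP reporter in murine LDR cells is scored by enumerating GFP-positive cells with a laser-scanning microplate cytometer after 30 hours of treatment at 37 C.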
Numbers without * were called inactive; i = inactive; ? = inconclusive; . = no result given; [ ] = dose if it differs, or a comment. Unless noted, calls come from the whole dose curve; as a rule, active = well fitted curve in the direction sought with a large enough effect; inconclusive = small, poorly fitted or top-dose-only effect, or another doubt; inactive = no such curve, though single readings can be large; an effect the other way counts as inactive or inconclusive. Potency is the fitted concentration of half-maximal effect.

SMILES	NPSR antagonist	KinaseGlo FLuc	RGS12 GoLoco inh	KDM4E inh	RECQ1 helicase	SMN2 splice enh	IMPase Li inh	Epigenetic derep
COc1ccc(CCNC(=O)c2cnn3cccnc23)cc1OC	-7%[46.1 µM]	0%	1%	2%	-13%	6%	12%	-4.5%
O=C1CS/C(=C/C(=O)c2cccc(Cl)c2)N1	8%	1%	15%	?	8%	10%	11%	-1.9%
O=C(c1cc2nc(-c3ccc(F)cc3)cc(C(F)(F)F)n2n1)N1CCOCC1	-11%[46.1 µM]	-8%	7%	8%	-2%	-5%	-17%[38.3 µM]	-1.6%
O=C(CN1CCCc2ccccc21)N/N=C/c1c(O)ccc2ccccc12	-14%	5%	2%	?	-7%	-87%[inhibitor]	0%	-1.0%
CC1=C(C#N)c2nc(N)c(C#N)c(C)c2/C1=C\c1ccc(C)cc1	-15%[46.1 µM]	-3%	87%[activator]	?	-18%	-68%[inhibitor]	14%[38.3 µM]	-2.0%
O=C(CS(=O)(=O)c1c[nH]c2ccccc12)Nc1ccc2c(c1)OCCO2	-16%[46.1 µM]	3%	-2%	?	-9%	9%	-3%	0.0%
Cc1c(CNCCCc2ccccc2)c(C(=O)O)c(C)n1Cc1ccccc1	-7%	1%	2%	2%	-15%	-23%	-1%	-2.4%
c1ccc2c(SCc3cn4ccccc4n3)nncc2c1	-19%	-3%	3%	-10%	-3%	0%	26%	-2.2%
CC(C)C(=O)Nc1nnc(CSCc2ccccc2F)s1	-15%[46.1 µM]	0%	2%	5%	-6%	-20%	27%[38.3 µM]	-3.8%
Clc1cccc(OCCN2CCOCC2)c1	2%[46.1 µM]	9%	-2%	?	-8%	-12%	-5%[38.3 µM]	0.0%
Cc1cccc(-n2c(SCC(N)=O)nc3c(c2=O)C2(CCCC2)Cc2ccccc2-3)c1	-31%	-2%	-3%	?	-12%	-52%[inhibitor]	?	-1.1%
CCCC(=O)Nc1ccc(C(=O)NCCCn2ccnc2)cc1	-5%[46.1 µM]	3%	11%	3%	i	23%	22%[38.3 µM]	-1.1%
CCOc1cc(NC(=S)NCc2ccco2)c(OCC)cc1NC(=O)CC	-4%	4%	-4%	-7%	-5%	-7%	2%	1.1%
COc1ccc(S(=O)(=O)N[C@H](C(=O)O)C(C)C)cc1	-27%[46.1 µM]	-3%	-5%	-7%	0%	5%	-3%[38.3 µM]	0.0%
O=c1c2oc3ccccc3c2ncn1Cc1ccc(Cl)cc1	16%	1%	5%	8%	i	-12%	0%	-1.8%
CCOC(=O)N(CC)OC(=O)Nc1ccc(Cl)cc1	-8%[46.1 µM]	16%	1%	6%	-10%	-12%	15%[38.3 µM]	0.0%
N#Cc1nc(COc2ccc(F)cc2)oc1N1CCC(Cc2ccccc2)CC1	-21%[46.1 µM]	10%	-14%	0%	1%	-36%	6%	-0.9%
COc1cc(N(C)C)c(NC(C)=O)cc1C(=O)O	-2%[46.1 µM]	-1%	2%	-10%	-2%	-14%	16%[38.3 µM]	0.0%
CCOc1ccc(NC(=O)c2nnn(CC(=O)Nc3ccccc3OCC)c2N)cc1	-6%[46.1 µM]	-2%	5%	?	-3%	-3%	9%	1.8%
Cc1nc(C)c(C(=O)C2=C(O)C(=O)N(CCN(C)C)C2c2ccccc2)s1 (stereo unspecified)	-1%[46.1 µM]	-1%	6%	-17%	i	27%	16%[38.3 µM]	-1.0%
N#Cc1c(Nc2ccccc2)c(/C=N/NCCO)c[nH]c1=O	12%	2%	0%	?	0%	21%	3%	-2.8%
O=C(Nc1nc2ccccc2s1)c1cccc(S(=O)(=O)N2CCc3ccccc32)c1	-52%	.	18%	?	i	.	.	0.0%
O=C(O)CC1S/C(=N/N=C/C=C/c2ccccc2[N+](=O)[O-])NC1=O (stereo unspecified)	10%	-3%	4%	?	-5%	14%	-1%	-1.0%
Cc1cc(F)ccc1S(=O)(=O)Nc1ccccc1C(=O)NCc1cccnc1	-24%	7%	13%	?	-3%	8%	3%	1.3%
Cc1ccc(S(=O)(=O)C2(C(=O)N3CCCCC3C)CC2)cc1 (stereo unspecified)	-2%[46.1 µM]	4%	9%	-3%	-3%	0%	-3%	1.8%
CCOc1ccc(NC(=O)CC(c2ccccc2)c2ccc(F)cc2)cc1 (stereo unspecified)	-29%	-4%	8%	2%	-15%	-1%	11%	5.4%
Cc1cc(C)cc(N(C(=O)CNC(=O)c2cccs2)C(C(=O)NC2CCCC2)c2cccnc2)c1 (stereo unspecified)	-10%[46.1 µM]	1%	-3%	-9%	13%	-7%	10%[38.3 µM]	-1.3%
COc1ccc2c3c(ccc2c1)N[C@H](C(=O)O)CC3	.	-8%[7.66 µM]	5%[14.2 µM]	.	.	?	1%	.
CCN(CC)c1ccc(NC(=O)c2cccnc2)cc1	?	-1%	-16%	-12%	-1%	23%	2%[38.3 µM]	0.0%
O=C(Cn1nc(C(F)F)cc1C(F)F)N/N=C/c1ccc2c(c1)OCO2	-8%[46.1 µM]	-5%	-11%	4%	-3%	-1%	6%[38.3 µM]	-0.4%
O=C(Cc1ccc(Cl)cc1)NNS(=O)(=O)c1ccc([N+](=O)[O-])cc1	16%	5%	3%	-2%	4%	15%	2%	11%
O=C(Oc1ccccc1)N1CCC2(CC1)CCN(c1ncccn1)CC2	.	0%	5%	.	0%	-62%[inhibitor]	33%[activator]	.
COc1ccc(-c2[nH]ncc2CN(C)Cc2cccnc2)c(OC)c1	-10%	.	2%	-2%	-3%	.	.	0.5%
CN(NC(=O)c1ccccc1)c1ncc(C(F)(F)F)cc1Cl	-1%	.	8%	-7%	i	.	.	1.1%
CCC1(C)N=c2c(c(=O)n(C)c(=O)n2C)=NO1 (stereo unspecified)	-4%[46.1 µM]	-1%	6%	-2%	-10%	-3%	19%[38.3 µM]	0.1%
CCc1ccc(N2CC(C)Cn3c2nc2c3c(=O)n(CCN3CCOCC3)c(=O)n2C)cc1 (stereo unspecified)	0%[46.1 µM]	2%	0%	3%	0%	13%	-7%[38.3 µM]	-2.5%
CC(O)Cc1cn([C@@H](CCCCN)C(=O)N2CCNCC2)nn1 (stereo partly specified)	-34%	.	3%	-2%	-1%	.	-2%	0.9%
COc1ccc(CSCC(=O)N/N=C/c2ccc(OCC(=O)NCc3ccco3)cc2)cc1	-11%[46.1 µM]	-4%	10%	-12%	-9%	-32%[inhibitor]	21%[38.3 µM]	-0.9%
CC(=O)NC1=NN(C(C)=O)C(C)(c2ccc(C)o2)S1 (stereo unspecified)	-17%	0%	2%	-7%	i	.	10%	-1.2%
COc1ccccc1NC(=S)N1CCC(NC(=O)c2ccco2)CC1	-6%	3%	18%	5%	17%	3%	7%	5.0%

An excerpt from above in order of number of heavy atoms, high to low:
SMILES	NPSR antagonist	KinaseGlo FLuc	RGS12 GoLoco inh	KDM4E inh	RECQ1 helicase	SMN2 splice enh	IMPase Li inh	Epigenetic derep
N#Cc1c(Nc2ccccc2)c(/C=N/NCCO)c[nH]c1=O	12%	2%	0%	?	0%	21%	3%	-2.8%
CCN(CC)c1ccc(NC(=O)c2cccnc2)cc1	?	-1%	-16%	-12%	-1%	23%	2%[38.3 µM]	0.0%
COc1ccc2c3c(ccc2c1)N[C@H](C(=O)O)CC3	.	-8%[7.66 µM]	5%[14.2 µM]	.	.	?	1%	.

Continuation.
SMILES	NPSR antagonist	KinaseGlo FLuc	RGS12 GoLoco inh	KDM4E inh	RECQ1 helicase	SMN2 splice enh	IMPase Li inh	Epigenetic derep
CCC(CC)C1C(C#N)=C(N)Oc2n[nH]c(-c3ccccc3)c21 (stereo unspecified)	-19%[46.1 µM]	16%	-9%	?	-12%	?	41%[activator][38.3 µM]	3.4%
Cc1ccc2c(c1)C(c1ccccc1)C(=O)O2 (stereo unspecified)	7%	.	-9%	-1%	-8%	.	.	0.1%
O=C(NCc1cccnc1)c1ccc([N+](=O)[O-])cc1	16%	-2%	-3%	3%	i	12%	1%	0.0%
CNC(=O)Nc1ccccc1F	-7%[46.1 µM]	19%	16%	4%	-2%	-1%	25%[38.3 µM]	2.7%
CCOc1ccc(-c2nc(-c3ccncc3)no2)cc1OCC	-18%[46.1 µM]	5%	7%	6%	-3%	5%	27%[38.3 µM]	-1.1%
O=C(Nc1cc(Cl)cc(Cl)c1)C(c1ccccc1)N1CCCCC1 (stereo unspecified)	-50%	0%	2%	0%	10%	-8%	9%	-1.1%
CCN(c1ccccc1)S(=O)(=O)c1ccc(OCc2c(C)noc2C)cc1	-27%[46.1 µM]	2%	6%	0%	i	-28%	11%[38.3 µM]	0.0%
Cc1csc(SC(C)C(=O)NCC(=O)Nc2ccc(F)c(F)c2F)n1 (stereo unspecified)	4%	16%	-6%	-7%	-9%	15%	-8%	-4.1%
COc1ccccc1/C=C/CN1CCCC(CO)(Cc2cccc(Cl)c2)C1 (stereo unspecified)	?	1%	2%	-10%	-12%	.	14%	-1.7%
CCC(C)NC(=O)C1CCN(S(=O)(=O)N2CCCC2)CC1 (stereo unspecified)	-2%[46.1 µM]	3%	5%	6%	i	33%	7%[38.3 µM]	?
COc1ccc(C(=O)NCC(=O)OCC(=O)c2cc(OC)c(OC)c(OC)c2)cc1OC	19%	2%	-5%	-9%	-6%	9%	6%	0.0%
CCn1c(SCC(=O)c2cc(OC)ccc2OC)nc2c1c(=O)n(C)c(=O)n2C	-8%[46.1 µM]	-6%	5%	5%	i	19%	20%[38.3 µM]	3.8%
Cc1ccc(-c2c(C)n([O-])c3c([n+]2=O)CCCCC3)o1	-25%[46.1 µM]	0%	2%	0%	-6%	2%	-6%[38.3 µM]	-0.9%
CC(=O)NC(=S)Nc1cc(C(=O)O)ccc1Cl	-2%	-1%	-1%	5%	-2%	-7%	-1%	-1.2%
CCOC(=O)c1c(CC(C)C)csc1NC=O	-3%[46.1 µM]	-2%	2%	6%	-4%	-5%	15%[38.3 µM]	-0.9%
COc1ccccc1C(C)NCC(=O)Nc1c(F)cccc1F (stereo unspecified)	11%	.	4%	9%	i	.	4%	-0.3%
O=Cc1ccccc1-n1cncn1	12%	-2%	1%	2%	i	7%	5%	2.2%
COc1ccc(CSCCN)cc1Cl	0%[46.1 µM]	-3%	2%	1%	5%	-11%	12%[38.3 µM]	0.0%
COc1ccc(N2CCN(Cc3nc4cc(Cl)ccc4c(=O)[nH]3)CC2)cc1	5%	3%	3%	7%	i	21%	-6%	1.1%
N#CCSCC(=O)Nc1ccccc1	2%[46.1 µM]	-5%	12%	-7%	7%	?	30%[38.3 µM]	-1.0%

A portion of the library. The share of hits here may be higher or lower than overall.
